Screens as filed in PubChem BioAssay.
PfG6PD inh – PfG6PD enzyme inhibitors, primary screen, biochemical, fluorescence intensity, uHTS | glucose-6-phosphate dehydrogenase-6-phosphogluconolactonase (Plasmodium falciparum 3D7) | PfGluPho enzyme, NADPH resazurin-diaphorase fluorescence | inhibition, % at 20 µM | 0.78% of 350,000 active | AID 504690, 2011;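 active = inhibition reaching at least a set limit at 20 µM in the primary screen, cut at about 59% in these data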;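 also: 0% = DMSO wells with substrate and 100% = DMSO wells lacking glucose-6-phosphate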
SENP8 block – human SENP8 protease inhibitors, primary screen, biochemical, fluorescence, Nedd8 protein substrate, uHTS | recombinant SENP8 | inhibition, % at 20 µM | 0.64% of 360,000 active | AID 602440, 2012; in the data active = inhibition mostly above about 40%, no sharp cut-off; inactive = mostly below about 27%
Target sequence (Q96LD8 whole entry, looked up): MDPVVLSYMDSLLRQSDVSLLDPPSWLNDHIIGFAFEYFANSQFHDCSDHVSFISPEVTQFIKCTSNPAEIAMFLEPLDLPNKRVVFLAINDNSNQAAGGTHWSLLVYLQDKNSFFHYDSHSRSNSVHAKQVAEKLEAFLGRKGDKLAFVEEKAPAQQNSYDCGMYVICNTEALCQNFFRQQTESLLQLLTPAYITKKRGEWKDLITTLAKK
SENP1 inh – human SENP1 catalytic domain inhibitors, primary screen, biochemical, FRET, uHTS; Sentrin-specific protease 1 (Homo sapiens), Q9P0U3; recombinant SENP1 catalytic domain, CyPet-SUMO1-YPet FRET cleavage; inhibition, % at 10 µM; 0.21% of 360,000 active;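 active = inhibition at least 30% at 10 µM, raw YFP signal under a set limit, fluorescence ratio 0.5 to 1.5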;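 also: 0% = enzyme with DMSO and 100% = no enzyme wells; some results filed as inactive read as strong as hits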
Target sequence (Q9P0U3 419-644 limits assumed): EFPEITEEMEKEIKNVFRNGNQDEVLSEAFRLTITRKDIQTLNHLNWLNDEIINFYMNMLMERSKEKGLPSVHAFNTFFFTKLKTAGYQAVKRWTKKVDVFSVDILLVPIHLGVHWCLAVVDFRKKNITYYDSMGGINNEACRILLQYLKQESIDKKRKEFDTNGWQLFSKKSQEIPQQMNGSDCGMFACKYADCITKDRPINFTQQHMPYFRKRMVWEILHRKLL
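Compound: 10 µM single point, 0.5% DMSO; Test system: hSENP1 catalytic domain, recombinant; Timing: 50 min reaction at room temperature; Technique: FRET, CFP and YFP emission; Control set: no-enzyme wells low, DMSO-plus-enzyme wells high control.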
Numbers without * were called inactive. Only part of the results is shown; count on the stated rates, not on these rows.

Start of the data: the first two entries (preview)
Every second line gives: PfG6PD inh, SENP8 block, SENP1 inh
CSc1ncccc1C(=O)NNC(=O)c1csc(N2CCOCC2)n1
 : -9, 20, 1
CC(C)C1C(=O)N(Cc2cn(CCC3OCCCO3)nn2)CCS(=O)(=O)N1Cc1ccc(-c2ccc(Cl)cc2)cc1 (stereo unspecified)
 : 21, 9, 0

This part in full, repeating the preview:
Every second line gives: PfG6PD inh, SENP8 block, SENP1 inh
CSc1ncccc1C(=O)NNC(=O)c1csc(N2CCOCC2)n1
 : -9, 20, 1
CC(C)C1C(=O)N(Cc2cn(CCC3OCCCO3)nn2)CCS(=O)(=O)N1Cc1ccc(-c2ccc(Cl)cc2)cc1 (stereo unspecified)
 : 21, 9, 0
CCN(CC)C(=O)c1ncn2c1c(=O)[nH]c1ccccc12
 : 4, -2, -2
CCN(CC)S(=O)(=O)c1ccc(O)c(C(=O)OCC(=O)N2CCCc3ccccc32)c1
 : 11, -192, 0
C[C@@H]1CN([C@H](C)CO)C(=O)c2c(c3ccccc3n2C)-c2ccccc2CO[C@H]1CN(C)Cc1ccc(C(F)(F)F)cc1
 : 24, 3, 0
C[C@@H]1CN([C@H](C)CO)C(=O)c2cc(Br)cnc2O[C@H]1CN(C)C(=O)Nc1ccc2c(c1)OCO2
 : -11, -2, 0
O=C(c1ccccc1F)N1N=C(C(F)(F)F)CC1(O)c1ccccc1 (stereo unspecified)
 : 2, 14, -1
CC(=O)N1CCN(S(=O)(=O)c2cccc(C(=O)N3CCN(S(=O)(=O)c4c(C)c(C)cc(C)c4C)CC3)c2)CC1
 : 14, 10, -1
O=C(NCC(=O)N1CCN(Cc2c(F)cccc2Cl)CC1)c1cccs1
 : -7, 4, 0
Cn1c(N)c(C(=O)N2CCN(c3ccccc3)CC2)c(=O)n(C)c1=O
 : 16, 4, 0
Cn1c(SCC(=O)N2CCCC2)nc2c(c1=O)SCC2
 : -14, 10, 2
Cn1c(=O)c2c(-c3ccccc3)n(-c3ccccc3)cc2n(C)c1=O
 : -1, -392, 4
O=C1OCCC1=COCCCCOC=C1CCOC1=O
 : 2, 1, 1
O=C(OCCOc1ccccc1)c1cc(S(=O)(=O)N2CCOCC2)c(Cl)cc1Cl
 : 9, 7, 2
C[C@H]1CN([C@@H](C)CO)C(=O)c2cc(Br)cnc2O[C@H]1CN(C)C(=O)c1ccccn1
 : 6, 0, -3
CC1=C(C(=O)N(C)C)CC(CC(=O)NCCCCc2ccccc2)C(=O)N1Cc1ccc(F)cc1 (stereo unspecified)
 : -13, 22, 2
O=C(CN1CCCc2ccccc21)Nc1cccc(S(=O)(=O)N2CCCC2)c1
 : 24, -8, 12
C[C@@H]1CN([C@@H](C)CO)C(=O)CCCn2nncc2CO[C@H]1CN(C)Cc1ccc(Cl)c(Cl)c1
 : 3, 13, -1
CCCCCC(=O)N1C[C@H](O)[C@@H](n2cc(C3CC3)nn2)C[C@@H]1c1ccc(OC)cc1
 : 16, -1, 2
COc1ccc(OC)c(NC(=O)CCNS(=O)(=O)c2ccc3c(c2)CC(C)N3C(C)=O)c1 (stereo unspecified)
 : -19, 18, 2
Cc1ccc(S(=O)(=O)NN=CC=CC=NNS(=O)(=O)c2ccc(C)cc2)cc1
 : 39, -1, -5
CN1OC[C@@H]2CN(S(=O)(=O)c3cccc4ccccc34)[C@H](c3ccc(-c4ccccc4)cc3)C[C@@H]21
 : 18, 22, 3
C[C@H](CO)N1C[C@H](C)[C@@H](CN(C)Cc2cccc(O)c2)OCc2cnnn2CCCC1=O
 : -4, 10, 1
O=c1[nH]cc(CCc2ccccc2)c(=O)[nH]1
 : 2, 7, -1
O=C(NCc1nnnn1-c1ccc(Cl)cc1)c1ccc([N+](=O)[O-])o1
 : 15, 29, 0
COc1ccc(CN2C(=O)c3ccccc3C2=O)cc1C(=O)N(C)CC(=O)Nc1ccc(C)cc1
 : 15, 6, 0
CC(=O)c1sc(NC(=O)CCS(=O)(=O)c2ccc(F)cc2)nc1C
 : -25, 8, 1
CC1CN(C(=O)COC(=O)c2cncc(Br)c2)CC(C)O1 (stereo unspecified)
 : -2, 18, 3
COc1cc(N=Nc2ccc(Br)cc2)cc(C=O)c1O
 : 1, 44*, 10
Nc1nc(N)c2cc(CNc3ccc(Cl)c(Cl)c3)ccc2n1
 : 36, -152, 0
COc1ccccc1-c1ccc([C@@H]2C[C@H]3[C@@H](CN2)CON3C)cc1
 : 8, -27, -12
CCCCCCN1C[C@@H](O)[C@H](n2cc(COC(=O)c3ccccc3)nn2)C[C@@H]1c1ccccc1
 : 6, -12, -1
COc1ccc(CC(=O)NCc2cccc(Cl)c2)cc1S(=O)(=O)N1CCOCC1
 : -7, 12, 0
C[C@@H]1CN([C@H](C)CO)S(=O)(=O)c2ccc(C#CC3CCCC3)cc2O[C@H]1CN(C)C(=O)Cc1ccccc1
 : 39, 15, -2
C[C@@H]1CN([C@H](C)CO)C(=O)CCCn2nncc2CO[C@@H]1CN(C)S(=O)(=O)c1ccc(Cl)cc1
 : -8, 9, 1
O=C(CCSc1nc(-c2ccccc2)c(-c2ccccc2)o1)N1CCCCC1
 : 1, -443, 1
C[C@@H]1CN([C@@H](C)CO)C(=O)CCCn2nncc2CO[C@H]1CN(C)C(=O)Cc1ccccc1
 : 7, -5, 0
Cc1occc1C(=O)N(C)CC1CCCN(CCc2ccc(Cl)cc2)C1 (stereo unspecified)
 : -4, 8, -3
C[C@H]1CN([C@@H](C)CO)C(=O)CCCn2nncc2CO[C@H]1CN(C)S(=O)(=O)c1ccc2c(c1)OCCCO2
 : 6, 8, 0
Cc1ccc(S(=O)(=O)N(C)C[C@H]2OCc3cnnn3CCCC(=O)N([C@@H](C)CO)C[C@H]2C)cc1
 : -30, -2, -2
Cn1cc(C=CC(=O)O)c2nccnc21
 : 5, 13, -3
CCC1Oc2ccccc2N(CC(=O)N2CCCC2)C1=O (stereo unspecified)
 : -10, 12, 1
COCCCn1c(C(=O)Nc2ccc3c(c2)OCO3)cc2c(=O)n3cccc(C)c3nc21
 : -8, -367, -29
N#Cc1cnn(-c2cc(Cl)ccc2Cl)c1N
 : -24, 5, -9
C[C@@H]1CN([C@@H](C)CO)S(=O)(=O)c2ccc(C#CC3CCCCC3)cc2O[C@@H]1CN(C)Cc1cccnc1
 : 57, 18, -2
CNc1n[nH]c(-c2ccccc2)n1
 : -2, -7, -1
COc1ccc(S(=O)(=O)N2CCN(CC(=O)N3CCNC3=O)CC2)cc1OC
 : 11, 8, 1
COc1ccc(NC(=O)C2CCN(S(=O)(=O)c3ccc(Cl)c(C(F)(F)F)c3)CC2)cn1
 : 10, -4, 1
CCN(CC)C(=O)C1=C(C)N(CCCOC)C(=O)C(CC(=O)NCC2CCCCC2)C1 (stereo unspecified)
 : -9, 7, 3
CCN(CC)c1ccc(NC(=O)COC(=O)CCc2cc(OC)c(OC)c(OC)c2)cc1
 : 21, -4, 1
C[C@@H]1Cn2cnc(C(=O)N[C@@H](Cc3c[nH]c4ccccc34)C(=O)OC(C)(C)C)c2C(=O)N1
 : 21, 6, -1
C/C(=N\NC(=O)c1ccccc1-n1cccc1)c1ccccn1
 : 3, 19, 0
COC(=O)C[C@H]1C[C@@H]2c3cc(NC(=O)CN(C)C)ccc3O[C@@H]2[C@H](CO)O1
 : -3, 5, 3
C[C@H](CO)N1C[C@H](C)[C@@H](CN(C)Cc2cccnc2)OCc2cnnn2CCCC1=O
 : -4, 8, 1
CC(C)Cn1c(SCC(=O)NC2CC2)nc2ccccc21
 : -4, 5, -5
Cc1nn(C2CCS(=O)(=O)C2)c(C)c1CN(C)C(=O)c1ccc(F)cc1 (stereo unspecified)
 : 0, 11, -1
COc1ccc2sc(C)cc(=O)c2c1
 : -5, -482, -3
Cc1ccc(S(=O)(=O)NN=C2CC(C)(C)CC(=O)C2(C)C)cc1
 : 17, 5, 0
CCCCCCn1c(=O)n2n(c1=O)[C@@H]1CN(S(=O)(=O)c3ccc(C)cc3)C[C@]1(O)[C@@H](OC(=O)NCc1ccccc1F)C2
 : 49, 3, -2
COc1ccc(C2CC(=O)C=C3c4ccc(OC)cc4CCC32)cc1 (stereo unspecified)
 : -17, -20, -2

One compound at a time, from the list above. Order of values: PfG6PD inh | SENP8 block | SENP1 inh
`COc1ccc(NC(=O)C2CCN(S(=O)(=O)c3ccc(Cl)c(C(F)(F)F)c3)CC2)cn1` as listed: 10 | -4 | 1
`CNc1n[nH]c(-c2ccccc2)n1` as listed: -2 | -7 | -1
`C/C(=N\NC(=O)c1ccccc1-n1cccc1)c1ccccn1` as listed: 3 | 19 | 0
`COc1ccc(S(=O)(=O)N2CCN(CC(=O)N3CCNC3=O)CC2)cc1OC` as listed: 11 | 8 | 1

The results go on:
Every second line gives: PfG6PD inh, SENP8 block, SENP1 inh
CCOc1ccc2nc(NC(=O)c3cccc(N4C(=O)CCC4=O)c3)sc2c1
 : -11, -326, 3
NS(=O)(=O)c1cccc(NC(=O)CSc2nnc(NC3CC3)s2)c1
 : 5, 8, -1
CCC(=O)N(C)C[C@@H]1Oc2ncc(Br)cc2C(=O)N([C@H](C)CO)C[C@H]1C
 : -9, 5, 0
C[C@@H]1CN([C@H](C)CO)C(=O)CCCn2nncc2CO[C@H]1CN(C)S(=O)(=O)c1ccc2ccccc2c1
 : 6, -7, 1
COc1cccc(-c2ccc3c(c2)O[C@H](CN(C)C(=O)c2ccccc2F)[C@H](C)CN([C@H](C)CO)S3(=O)=O)c1
 : -2, 12, 2
Cc1cccc(C)c1OCC(O)CN1CCN(C(=O)c2ccccc2)CC1 (stereo unspecified)
 : -9, 18, -1
COc1ccc(S(=O)(=O)N(C)C[C@H]2OCc3cnnn3CCCC(=O)N([C@@H](C)CO)C[C@H]2C)cc1
 : -5, 10, 1
CCCCN1C(=O)C(CC(=O)NC(c2ccccc2)c2ccccc2)CC(C(=O)N2CCOCC2)=C1C (stereo unspecified)
 : -10, 17, 0
O=C(CC1CCCC1)NCCS(=O)(=O)N1CCN(c2ccccc2)CC1
 : -11, 21, 0
CCOc1ccc(S(=O)(=O)NCCC(=O)NCC(c2ccc(OC)cc2)N2CCOCC2)cc1 (stereo unspecified)
 : -4, 51*, 1
COC(=O)C1C2CC3c4[nH]c5cc(OC)ccc5c4CCN3CC2CC(OC2CCCCO2)C1OC (stereo unspecified)
 : -10, -274, -33
Cc1ccc(NC(=O)c2cc(S(=O)(=O)N3CCCCC3)ccc2N2CCOCC2)c(C)c1
 : 4, 31, 1
O=C(Nc1ccc2c(c1)OCCO2)c1ccccc1Cl
 : 11, 6, 4
CC1NC(=O)c2cccnc2-n2c1nc1cc(F)c(F)cc1c2=O (stereo unspecified)
 : 5, 0, -1
CCOC(=O)CCCCCC(=O)Nc1ccc2c(c1)C(=O)N([C@H](C)CO)C[C@@H](C)[C@@H](CN(C)C(=O)CCC(F)(F)F)OCCCC[C@H](C)O2
 : 5, -5, 0

An excerpt from above in order of count of non-hydrogen atoms, low to high.
Every second line gives: PfG6PD inh, SENP8 block, SENP1 inh
CCOc1ccc2nc(NC(=O)c3cccc(N4C(=O)CCC4=O)c3)sc2c1
 : -11, -326, 3
COc1ccc(S(=O)(=O)N(C)C[C@H]2OCc3cnnn3CCCC(=O)N([C@@H](C)CO)C[C@H]2C)cc1
 : -5, 10, 1
COC(=O)C1C2CC3c4[nH]c5cc(OC)ccc5c4CCN3CC2CC(OC2CCCCO2)C1OC (stereo unspecified)
 : -10, -274, -33

Next structures follow:
Every second line gives: PfG6PD inh, SENP8 block, SENP1 inh
CC1CCCCC12NC(=O)N(CC(=O)Nc1ccc3c(c1)OCO3)C2=O (stereo unspecified)
 : 3, -23, -1
CC1=C(C(=O)N(C)C)CC(CC(=O)NCCc2ccccn2)C(=O)N1Cc1ccc(F)cc1 (stereo unspecified)
 : -13, -16, 2
Nc1nc(SCc2ccccc2)sc1C(=O)N1CCCCC1
 : 5, 28, 7
C[C@@H]1CN([C@H](C)CO)C(=O)CCCn2nncc2CO[C@@H]1CN(C)S(=O)(=O)c1cn(C)cn1
 : -4, -2, 0
CCCCCC(=O)N1C[C@@H](n2cc(COC(=O)c3ccccc3)nn2)[C@H](O)C[C@@H]1c1ccc(C)cc1
 : 1, -2, -1
COc1ccc([C@H]2C[C@@H](n3cc(COC(=O)c4ccccc4)nn3)[C@H](O)CN2C(=O)c2cccs2)cc1
 : 5, -20, 1
Cc1ccc(-c2nc3ccc(Cl)cn3c2CC(C)(C)C)cc1
 : 8, -12, -1
O=C1CC(SC(=S)C2CCCC2=O)C(=O)N1 (stereo unspecified)
 : 39, 41*, 15
COc1ccc(OC(=O)OCc2ccccc2)cc1
 : 4, 3, 3
CNC(=O)C[C@@H]1C(=O)N(c2ccc(OC)cc2)CC1(C)C
 : 12, -3, 1
C[C@@H]1CN([C@H](C)CO)C(=O)c2cc(Br)cnc2O[C@@H]1CN(C)Cc1cncnc1
 : 6, 2, -2
Cc1cnc(NS(=O)(=O)c2ccc(N)cc2)nc1-c1ccccc1O
 : -38, 9, -2
Cc1ccc(C)c(OCc2cc(C(=O)N3CCN(C4CCCCC4)CC3)no2)c1
 : 13, -23, -9

Rewritten in markdown: entries from further up
| structure | PfG6PD inh | SENP8 block | SENP1 inh |
| --- | --- | --- | --- |
| Cc1ccc(-c2nc3ccc(Cl)cn3c2CC(C)(C)C)cc1 | 8 | -12 | -1 |
| O=C1CC(SC(=S)C2CCCC2=O)C(=O)N1 (stereo unspecified) | 39 | 41* | 15 |
| COc1ccc(OC(=O)OCc2ccccc2)cc1 | 4 | 3 | 3 |
